From PubChem
OX1R antag: OX1R (HCRTR1) antagonists, primary screen, fluorescence, CHO/OX1R cells, Fluo-8 calcium, orexin A | Orexin/Hypocretin receptor type 1 (Homo sapiens), O43613 | Fluo-8 calcium fluorescence | inhibition, % at 5 µM | actives 0.43% (n = 330,000);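 active = inhibition above its plate's threshold, mean inhibition of all tested compounds on the plate plus 3 SD, cut at about 37% in these data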;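 note: 0% = orexin A challenge wells and 100% = SB-334867-A antagonist wells; not every result past the cut was called active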
Target sequence (O43613 whole entry, looked up): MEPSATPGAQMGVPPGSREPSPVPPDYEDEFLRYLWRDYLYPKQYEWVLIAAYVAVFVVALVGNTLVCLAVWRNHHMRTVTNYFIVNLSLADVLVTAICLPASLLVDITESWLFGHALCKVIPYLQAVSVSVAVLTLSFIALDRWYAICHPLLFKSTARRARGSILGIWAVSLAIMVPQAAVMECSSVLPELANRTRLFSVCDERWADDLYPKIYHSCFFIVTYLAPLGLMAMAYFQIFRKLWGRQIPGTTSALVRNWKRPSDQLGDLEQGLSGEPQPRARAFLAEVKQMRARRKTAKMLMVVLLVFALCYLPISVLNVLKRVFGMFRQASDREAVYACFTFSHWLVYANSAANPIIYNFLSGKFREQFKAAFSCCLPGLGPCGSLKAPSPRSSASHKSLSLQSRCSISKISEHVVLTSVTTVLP
CHT allo act: CHT positive allosteric modulators, primary screen, cell-based, membrane potential dye, choline EC20; High affinity choline transporter 1 (Homo sapiens), Q9GZV3; CHT-expressing cells; hits give high values; LV-AA mutant CHT in HEK293 cells; B-score at 10 µM; actives 0.49% (n = 310,000); AID 488977, 2010;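 active = initial fluorescence not abnormally high and integrated response B-score, plate-corrected, over 3 SD above library mean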
Target sequence (Q9GZV3 whole entry, looked up): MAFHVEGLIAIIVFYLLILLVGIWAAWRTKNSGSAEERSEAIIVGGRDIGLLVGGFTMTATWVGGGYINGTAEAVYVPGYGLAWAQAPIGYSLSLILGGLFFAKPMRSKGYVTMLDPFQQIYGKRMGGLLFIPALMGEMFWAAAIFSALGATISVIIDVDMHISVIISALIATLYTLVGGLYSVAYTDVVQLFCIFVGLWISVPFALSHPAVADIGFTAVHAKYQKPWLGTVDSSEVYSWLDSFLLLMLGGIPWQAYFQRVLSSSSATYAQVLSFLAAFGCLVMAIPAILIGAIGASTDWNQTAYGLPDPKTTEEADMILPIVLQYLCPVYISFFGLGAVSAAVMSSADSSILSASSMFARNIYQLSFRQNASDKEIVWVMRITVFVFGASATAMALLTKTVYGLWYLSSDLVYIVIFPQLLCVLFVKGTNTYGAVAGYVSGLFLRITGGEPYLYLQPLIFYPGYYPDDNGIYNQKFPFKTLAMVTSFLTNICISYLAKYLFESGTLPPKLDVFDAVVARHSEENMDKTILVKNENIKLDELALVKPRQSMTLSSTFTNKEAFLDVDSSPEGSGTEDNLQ
* hit, by the source's call; i = inactive; . = not tested or not shown.

Values run as follows: OX1R antag	CHT allo act
- Cc1ccc(C(=O)Cn2nnc(-c3ccccc3-n3cnnn3)n2)cc1
 : -5.4	i
- O=C(COc1ccc(S(=O)(=O)N2CCOCC2)cc1)Nc1cccc([N+](=O)[O-])c1
 : -19.7	i
- Cn1nccc1NC(=O)c1nccnc1C(=O)O
 : -2.8	i
- CCCc1ccc(-c2cc(C(=O)NC3=NCCS3)c3ccccc3n2)cc1
 : -16.2	i
- CC(C)(C)NC(=O)C(OC(=O)c1ccco1)c1ccccc1F (configuration not stated)
 : -12.6	i
- COc1cn(-c2ccccc2)nc1C(=O)Nc1ccccc1
 : -11.5	i
- Cc1cccc(Cn2c(N3CCc4ccccc4C3)nc3c2c(=O)[nH]c(=O)n3C)c1
 : -12.5	i
- O=C(C1CCCN(Cc2ccc(Cl)cc2)C1)N1CCCCC1 (configuration not stated)
 : -25.2	i
- O=C(Cn1cc(S(=O)(=O)Cc2ccccc2)c2ccccc21)N1CCOCC1
 : -6.5	i
- O=C(OCC1OC(n2ccc(=O)[nH]c2=O)C(Cl)C1O)c1ccccc1 (configuration not stated)
 : .	i
- N#CC(c1ccccc1)c1ccc(C(=O)c2ccc(F)cc2)cc1 (configuration not stated)
 : -4.0	i
- CC(C)(CN1CCCC1)NS(=O)(=O)c1ccc(Cl)cc1
 : -8.0	i
- COCCCNc1nc2ccccc2nc1NS(=O)(=O)c1cccc(Cl)c1
 : -8.8	i
- O=C(COC(=O)c1ccc(Br)o1)Nc1ccc2c(c1)OCCO2
 : -2.7	.
- S=c1[nH]c2ccccc2n1CCOc1ccccc1
 : -10.9	i
- CCSc1nc2c(cnn2-c2ccc(C)cc2)c(=O)[nH]1
 : -24.5	i
- Cc1cc(C(=O)CSc2nnc(-c3ccccc3)n2-c2ccccc2)c(C)n1-c1ncn[nH]1
 : -30.6	i
- O=C1c2ccccc2C(=O)N1CCc1nn[nH]n1
 : -14.7	i
- CCSC1=C(C#N)C2(CCCCC2)C(C#N)=C(N)N1
 : -2.5	i
- Cc1noc(C)c1CSCC(=O)OCC(=O)NC1CCCCC1
 : 0.7	i
- Nc1[nH]c(=S)[nH]c(=O)c1-c1ccccc1
 : -9.3	i
- CCSc1nc2c(c(=O)n(C)c(=O)n2C)n1Cc1ccc(Cl)cc1
 : -14.8	i
- Cc1nn(-c2ccccc2)nc1C(N)=O
 : 4.3	i
- Cc1c(CCC(=O)N2CCC[C@H]2C(=O)O)c(=O)oc2c(C)c3oc4c(c3cc12)CCCC4
 : -19.9	i
- Cc1cc(C)n2c(SCC(=O)N(C)C3CCCCC3)nnc2n1
 : -15.5	i
- CCOc1ccc(-c2noc(-c3ccncc3)n2)cc1OCC
 : -1.3	i
- COc1ccc(CCN2C(=O)N[C@@H](CCC(=O)O)C2=O)cc1
 : -7.1	i
- CCN(CCNC(=O)c1ccc(C#N)cc1)c1cccc(C)c1
 : -20.1	i
- CCOc1ccccc1NC(=S)NCc1cccn1C
 : -18.8	i
- COc1ccc(C2Nc3ccccc3C(=O)N2NS(=O)(=O)c2ccc(C)cc2)cc1OC (configuration not stated)
 : -18.9	i

Values run as follows: OX1R antag	CHT allo act
- CNc1ncnc(Sc2ccc(Cl)cc2)c1[N+](=O)[O-]
 : 2.4	i
- CCCCC(=O)NC(c1ccccc1Cl)c1c(O)ccc2ccccc12 (configuration not stated)
 : -41.5	i
- Cc1cc(Nc2nc3ccccc3nc2Cl)n(-c2ccccc2C)n1
 : -51.9	i
- CCSc1nc2sc3c(c2c2nnc(SCC(=O)NCc4ccco4)n12)CCCC3
 : -25.5	i
- CCOC(=O)Nc1c(C)n(C)n(-c2ccccc2)c1=O
 : 4.6	i
- Fc1ccccc1CNc1nc(-c2cccnc2)nc2ccccc12
 : -17.8	i
- CCOc1ccccc1C1C(C#N)=C(N)Oc2n[nH]c(CC)c21 (configuration not stated)
 : 6.3	i
- Cc1csc(=O)n1CC(=O)OCC(=O)NCc1ccccc1
 : 1.6	i
- Cc1cc(C)n(Cc2cc(C(=O)O)c3ccccc3n2)n1
 : -13.5	i
- CCOC(=O)c1nnn(-c2nonc2N)c1CN(C)C1CCCCC1
 : -3.3	i
- COc1ccc(NC(=O)N2CCCC(c3nc(-c4ccc(C(C)C)cc4)no3)C2)cc1 (configuration not stated)
 : -21.1	i
- CCc1nnc(NC(=O)CCC(=O)NCc2ccccc2Cl)s1
 : -10.1	i
- CC(C)COc1cccc(-c2cc(C(=O)N/N=C/c3ccncc3)c3ccccc3n2)c1
 : .	i
- COc1ccc(NC(=O)Cn2nc(Cc3cccnc3)c3ccccc3c2=O)c(OC)c1
 : -19.8	i
- CC(C)CCn1c(Cl)nc2c1c(=O)n(C)c(=O)n2C
 : 0.7	i
- Cc1cc(C)nc(-n2nc(C)cc2NC(=O)c2ccc(S(=O)(=O)N3CCOCC3)cc2)n1
 : -29.8	i
- Cc1cc(C)c(S(=O)(=O)NCc2ccc3c(c2)OCO3)cc1C
 : -2.4	i
- O=C(Nc1ccccc1C(=O)O)c1cc(S(=O)(=O)N2CCCCCC2)ccc1Cl
 : -19.2	i
- CN(C)CCOC1c2ccccc2CCc2ccc3ccccc3c21 (configuration not stated)
 : -21.6	i
- NC(=S)Nc1cccc2cn[nH]c12
 : 12.8	i
- O=C(Nc1nnc(C2CC2)s1)c1cncc(Br)c1
 : -26.6	.
- Cc1ccc(S(=O)(=O)N2CCCC2C(=O)NCCc2ccccc2)cc1 (configuration not stated)
 : -18.5	i
- Cc1cccc(N(C(=O)c2nsc(Cl)c2Cl)C(C(=O)NC2CCCC2)c2ccc(O)cc2)c1 (configuration not stated)
 : -14.1	i
- COc1ccc(C(=O)NCC2(c3ccccc3)CCOCC2)cc1[N+](=O)[O-]
 : -28.5	i
- CCN(CC)Cc1c(C(=O)N/N=C/c2c(Cl)cccc2Cl)nnn1-c1nonc1N
 : -13.8	i
- CC(C)C(OC(=O)c1ccco1)C(=O)NCc1ccccc1 (configuration not stated)
 : -12.9	i
- COc1ccc(N2CCN(C(=O)CCNS(=O)(=O)c3cccs3)CC2)cc1
 : -17.3	i
- CC(C)N(C(=S)Nc1cccc(C(F)(F)F)c1)C(C)c1ccccn1 (configuration not stated)
 : -3.1	i
- O=C(CNC(=O)Cc1ccccc1)NCC(=O)OCc1ccccc1
 : -9.8	i
- CSCc1ccc(C(=O)NCc2ccc(C)cc2)cc1
 : -9.7	i

Already shown: 6 of the compounds above.
Values run as follows: OX1R antag	CHT allo act
- CCSc1nc2c(cnn2-c2ccc(C)cc2)c(=O)[nH]1
 : -24.5	i
- Cc1cc(C(=O)CSc2nnc(-c3ccccc3)n2-c2ccccc2)c(C)n1-c1ncn[nH]1
 : -30.6	i
- O=C1c2ccccc2C(=O)N1CCc1nn[nH]n1
 : -14.7	i
- CCSC1=C(C#N)C2(CCCCC2)C(C#N)=C(N)N1
 : -2.5	i
- Cc1noc(C)c1CSCC(=O)OCC(=O)NC1CCCCC1
 : 0.7	i
- Nc1[nH]c(=S)[nH]c(=O)c1-c1ccccc1
 : -9.3	i

(next part)
Values run as follows: OX1R antag	CHT allo act
- FC(F)(F)c1nnc2sc(-c3ccccn3)nn12
 : -23.6	i
- CCCC(=O)Nc1ccccc1N1CCN(C(=O)C(C)C)CC1
 : -27.4	i
- CC(C)CC(NC(=O)c1ccc(Cl)cc1)C(=O)O (configuration not stated)
 : -6.7	i
- Cc1c[n+](CC(=O)c2ccccc2)cs1
 : -6.2	i
- COc1cc(-c2nc3ccc(N4CCN(C)CC4)cc3[nH]2)cc(OC)c1OC
 : -10.4	i
- CSc1cccc(NC(=O)C(=O)NCc2ccccc2)c1
 : -8.9	i
- Cc1c(Nc2ncnc3nc[nH]c23)c(=O)n(-c2ccccc2)n1C
 : -3.3	i
- COc1ccc2cc(CN(CCO)C(=O)c3ccccc3F)c(=O)[nH]c2c1
 : 6.0	i
- Cc1ccccc1C1CC(c2ccc(Br)cc2)Nc2nc(N)nn21 (configuration not stated)
 : -17.9	i
- COc1ccc(NC(=O)CSc2nnc(Cn3cnc4ccccc43)n2C)cc1
 : -18.4	i
- O=C(COC(=O)c1n[nH]c2ccccc12)Nc1ccccc1F
 : 4.6	.
- COc1ccc(CCNC(=O)C2CCN(S(=O)(=O)c3ccc(NC(C)=O)cc3)CC2)cc1OC
 : 4.6	i
- CCOc1ccc(C(=O)c2cccs2)cc1
 : -16.5	i
- COc1ccc(CNC(=O)C2CCN(c3cc(C(=O)Nc4cccc(OC)c4)ccn3)CC2)cc1
 : -25.1	i
- Cc1ccc(S(=O)(=O)NC2CC(C)(C)N(O)C(C)(C)C2)cc1
 : -7.0	.
- O=C(CN(C(=O)Cn1nnc(-c2ccc(F)cc2)n1)c1cccc(F)c1)NC1CCCC1
 : -14.3	i
- CC(=O)c1ccc(N2CCN(C(=O)CCCn3c(=O)[nH]c4ccsc4c3=O)CC2)cc1
 : -1.9	i
- O=C(c1ccsc1)N1CCCC(Nc2cccc(F)c2)C1 (configuration not stated)
 : -7.3	i
- O=C(O)CC12CC3CC(C1)CC(n1ncc(NCc4ccco4)c(Cl)c1=O)(C3)C2
 : 0.4	i
- CCCCCC(=O)Nc1cc(S(=O)(=O)N2CCOCC2)ccc1N1CCCC1
 : -18.1	i
- COc1cc(OC)cc(C(=O)n2cnnc2N)c1
 : -5.2	i
- Cc1ccc(Cn2ccc(NC(=O)c3cc(-c4ccc(F)cc4)on3)n2)cc1
 : -3.2	i
- CC(C)c1ccc(NC(=O)C2CCCN2S(=O)(=O)c2ccccc2F)cc1 (configuration not stated)
 : 20.6	.
- CC(=O)c1cccc(NC(=O)COc2ccc(S(=O)(=O)N3CCOCC3)cc2)c1
 : -9.3	i
- C/C(=N/O)c1cc(C(C)(C)C)c(O)c(C(C)(C)C)c1
 : -29.6	i
- O=C1CNC(=S)N1Cc1ccccc1Cl
 : -13.6	i
- Cc1nn(CC(=O)O)c(C)c1[N+](=O)[O-]
 : -19.4	i
- O=C(NCCN1CCOCC1)N1CCOCC1
 : -0.2	i
- CC(CCc1ccccc1)NC(=O)c1ccc(Br)cc1 (configuration not stated)
 : .	i
- CN1C(=O)CS(=O)c2ccc(C(=O)NCCC3=CCCCC3)cc21 (configuration not stated)
 : -31.9	i

Values run as follows: OX1R antag	CHT allo act
- Cc1cc(=O)[nH]c2ccc(S(=O)(=O)Nc3ccc(O)cc3)cc12
 : -8.7	i
- COc1ccc2[nH]c3c(c2c1)CCN1C(=O)N([C@@H](C)C(=O)NCc2ccccc2)C(=O)[C@]31C
 : -10.5	i
- COc1ccccc1N(CC(=O)NCCSCc1ccccc1Cl)S(C)(=O)=O
 : -11.9	i
- COc1cccc(-n2c(SCC(=O)N3c4ccccc4CC3C)nnc2-c2ccco2)c1 (configuration not stated)
 : -8.9	i
- CC(C(=O)NC1CCCCCC1)N(c1ccccc1)S(C)(=O)=O (configuration not stated)
 : -11.5	i
- COc1ccccc1C(=O)Nc1ccccc1N1CCCCC1
 : -24.2	i
- C=CCC[C@H](Cc1ccc(F)cc1)C(=O)OC[C@H](C)NC(=O)[C@H](CC=C)CC(=O)N(CCO)Cc1ccccc1
 : 6.3	.
- CCCCc1nnc(NC(=O)CSCc2cc(=O)n3c(C)csc3n2)s1
 : -9.2	i
- Cc1ccc(C2CC2C(=O)NNC(=S)Nc2ccc(Cl)cc2)cc1 (configuration not stated)
 : -26.8	i
- COc1ccc(N2CCN(c3cc(C)c4ccc(C)cc4n3)CC2)cc1
 : -1.7	i
- COc1ccc(C2C(C(=O)NCc3ccco3)c3ccccc3C(=O)N2C)cc1 (configuration not stated)
 : -18.1	i
- Cc1ccc(-c2nnn(CC(=O)N(Cc3ccccc3)C(C(=O)NC(C)(C)C)c3ccncc3)n2)o1 (configuration not stated)
 : -26.7	i
- Clc1ccc(-c2nc(NCCN3CCOCC3)c3ccccc3n2)cc1
 : 0.3	i
- COc1ccc(C2N=C(N)N=C(N)N2c2ccc(C)cc2)cc1 (configuration not stated)
 : -13.3	i
- CCc1cc(=O)oc2cc(C)c(CN3CCCC3)c(O)c12
 : -12.1	i
- Cc1cc(C(=O)Nc2ccc(S(=O)(=O)N3CCCC3)cc2)cs1
 : -13.0	i
- COc1ccc(C(=O)Nc2ccc(Cc3ccncc3)cc2)cc1Br
 : -25.3	i
- CCCCNC(=O)c1cc2nc(-c3ccccc3)cc(C(F)(F)F)n2n1
 : -23.1	i
- Cc1ccc(C(=O)N2CCCCC2)cc1NC1=C(Cl)C(=O)N(Cc2ccccc2)C1=O
 : -10.2	.
- CCCN(CC1CC1)C(=O)COC(=O)c1ccc(CNS(=O)(=O)c2ccc(F)c(Cl)c2)cc1
 : 1.2	i
- Cc1cc(OCCCCN2C(=O)NC(C)(C)C2=O)cc(C)c1Cl
 : -12.2	i
- N=c1oc2ccc(Cl)cc2cc1C(=O)NC1CCCCCC1
 : -4.8	i
- O=C1C(=Cc2cccs2)C(=O)c2ccccc21
 : -19.6	i
- Cc1cccc(C(=O)N/N=C2\CS(=O)(=O)N(C)c3ccsc32)c1
 : -13.6	i
- COc1cccc(CN2CCN(Cc3ccc(OC)c(OC)c3)CC2CCO)c1 (configuration not stated)
 : -15.6	i
- Cc1cc(C)nc(Sc2ccc(C=O)cc2[N+](=O)[O-])n1
 : -0.9	i
- Cn1c(=O)c2c(ncn2CC(O)CNc2cccc(Cl)c2)n(C)c1=O (configuration not stated)
 : -16.8	i
- Cc1cc(C)c(S(=O)(=O)n2ccc3ccccc32)c(C)c1
 : -4.3	i
- CCN(CC(=O)NCc1ccc(Cl)cc1)C(=O)c1cc2ccccc2o1
 : -39.6	i
- O=C(C1=C[C@@H](c2csc3ccccc23)C[C@@H](OCc2ccc(CO)cc2)O1)N1CCOCC1
 : -2.1	i
- Cc1cccn2c(=O)c(/C=C(\C#N)C(=O)NCc3ccco3)c(N3CCCCC3)nc12
 : -23.4	i
- CCOC(=O)c1c(NC(=O)COC(=O)c2cnc(C)cn2)sc(C(=O)N(C)C)c1C
 : -9.7	i
